BL2 CD40 inh – inhibitors of CD40-induced NF-kB signaling, primary screen, BL2 cells, luciferase reporter, single point. CD40L-induced, 4 h. inhibition, % at 10 µM. hit rate 0.94% among 83,000;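 active = mean inhibition of at least 50% with a set share of replicates also reaching that level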;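 note: 0% = neutral control wells and 100% = IKK inhibitor VII at 50 µM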
An asterisk follows results filed as active; & = joins results of further samples; [ ] = remark or other dose.

SMILES	BL2 CD40 inh
CCC(=O)N1CCc2cc(Br)c(S(=O)(=O)NCCN3CCCCC3CC)cc21 (stereo unspecified)	-1.8
O=C(COC(=O)COc1ccc(Cl)cc1)NCCNC(=O)COC(=O)COc1ccc(Cl)cc1	11.1
O=C(c1cccnc1)N1CCC(c2nc3ccccc3[nH]2)CC1	3.8
CN(C)C(=O)c1ccc(-c2cccc(-c3nc(C(=O)NC4CCCC4)cc4c3[C@H](CCO)N([S@@](=O)C(C)(C)C)C4)c2)cc1	10.9
O=C(Nc1ccccc1)N(C1=NCCCCS1)c1ccccc1	-32.0
Cn1ccsc1=NC(=O)c1cc(S(=O)(=O)N2CCOCC2)ccc1F	11.6
COc1ccc2sc(C)nc2c1NC(C)=O	-7.5
O=C(COC(=O)/C=C/c1ccc(OC(F)F)cc1)Nc1ccc(N2CCOCC2)cc1	7.9
CCOC(=O)c1ccc(NC(=S)NCCc2ccccc2F)cc1	-11.9
O=C(c1cn(-c2ccccc2)nc1-c1ccccc1)N1CCOCC1	8.6
O=C(C1CC(=O)N(c2ccc(Br)cc2)C1)N1CCCC1 (stereo unspecified)	8.8
CN(C)C(=O)C[C@H]1CC[C@H]2[C@@H](COc3ccc(NC(=O)C4CCCC4)cc3C(=O)N2C)O1	-1.1
CN(C)S(=O)(=O)c1ccc2c(c1)C(CC(=O)O)NC2=O (stereo unspecified)	4.1
O=C(Cc1cccnc1)N1[C@H](CNCC2CCC2)[C@H](c2ccccc2)[C@@H]1CO	11.7[25 µM]
CC1(C)CC2(OC2c2ccccc2[N+](=O)[O-])C(=O)c2ccccc21 (stereo unspecified)	9.4
COc1cccc(C#Cc2ccc([C@H]3[C@@H](CO)N4C(=O)CN(C(=O)Cc5cccnc5)C[C@@H]34)cc2)c1	-6.6[25 µM]
Cc1ccc(C)n1CCN1CCN(S(=O)(=O)c2ccc(F)cc2F)CC1	7.9
COc1ccccc1NC(=O)N1C[C@@H](O)COC[C@@H]2O[C@@H](CC(=O)NCCc3ccncc3)CC[C@H]21	0.5[25 µM]
CCN(CC)c1c([N+](=O)[O-])c(=O)oc2ccccc12	1.6
O=C(c1ccc(N2CCCC2)c([N+](=O)[O-])c1)N1CCN(c2ccccn2)CC1	2.4
CCN(C(=O)c1cc(S(=O)(=O)N2CCCC2)ccc1C)C1CCS(=O)(=O)C1 (stereo unspecified)	10.3
O=C(O)c1cnnc2ccccc12	3.6
CSc1cnc2c(=O)n(C)c(=O)[nH]c2n1	10.7
O=C(c1ccccc1)N1C[C@@H]2[C@H](c3ccccc31)[C@@H](CO)N2S(=O)(=O)c1ccccc1	8.1[25 µM]
c1cnc(Nc2nc(-c3ccc4ccccc4c3)cs2)nc1	-51.8
COc1cc(C)c(Cl)cc1S(=O)(=O)n1cnc2ccccc21	8.0
C[C@@H]1CN([C@@H](C)CO)C(=O)c2ccccc2-c2ccccc2CO[C@H]1CN(C)C(=O)[C@@H](Cc1ccccc1)N(C)C	-7.6[25 µM]
O=C(c1cnc2c(c1)COc1ccc(Cl)cc1-2)c1ccccc1O	-1.2
COc1ccc(CNC(=O)COC(=O)CCOc2ccc(C)cc2)cc1OC	4.2
O=C(O)COCc1nc2ccccc2[nH]1	1.5
COc1ccc(NC2CCCN(C(=O)c3cccnc3)C2)cc1 (stereo unspecified)	1.4
CCCC(O)(CCN(C)C)c1ccc(OC)cc1 (stereo unspecified)	12.4
CO[C@@H]1CN(C)C(=O)c2cc(NC(=O)Nc3c(C)noc3C)ccc2OC[C@@H](C)N(C(=O)Nc2cccc(Cl)c2)C[C@H]1C	-2.5
Cc1sc2ncnc(N3CCOCC3)c2c1C	6.0
CCc1ccc(N2CC(C(=O)Nc3ccccc3N3CCCC3)CC2=O)cc1 (stereo unspecified)	2.7
C=CCN1C(=O)c2ccc(C(=O)N(C)CC(=O)Nc3ccc(Br)cc3C)cc2C1=O	4.1
COc1ccc(C(C)=O)cc1CC(=O)Nc1cccc(S(=O)(=O)N2CCOCC2)c1	9.4
CN(CC(=O)Nc1cccc(F)c1)CC(=O)Nc1cccc2ccccc12	-11.0
Cc1ccc(S(=O)(=O)NCCC(=O)N2CC(C)OC(C)C2)cc1 (stereo unspecified)	9.2
O=C1NC(=O)C(c2ccccc2)(c2ccccc2)N1	2.7&12.5
COc1cccc(C#Cc2ccc([C@@H]3[C@H](CO)N4C(=O)CN(C(=O)Cc5cccnc5)C[C@@H]34)cc2)c1	-6.4[25 µM]
COc1ccccc1CNS(=O)(=O)c1cc2c3c(c1)CCN3C(=O)CC2	7.2
Cc1ccc(C)c(S(=O)(=O)N2CCCC2CNC(=O)C(=O)NCCN2CCOCC2)c1 (stereo unspecified)	7.7
CCOC(=O)N1CCN(S(=O)(=O)c2ccc(-n3cnnn3)cc2)CC1	2.9
CCCCNC1=CC(=O)C(NCCCC)=CC1=O	-6.5
O=C(c1ccc(NS(=O)(=O)c2ccc3[nH]c(=O)[nH]c3c2)cc1)N1CCCC(C(F)(F)F)C1 (stereo unspecified)	-5.4
CCCC(=O)N1CCC1(C)C(=O)Nc1ccc(OC)c(OC)c1 (stereo unspecified)	1.4
COc1ccc(-c2nc3ncccn3c2Nc2ccc3c(c2)OCCO3)cc1	-31.3
O=[N+]([O-])c1cc(-c2nnc(-c3ccccc3)o2)ccc1Oc1ccc(Cl)cc1	-62.3
Cc1onc(-c2ccccc2Cl)c1C(=O)Nc1cccc2cccnc12	20.3
CC1(C)SC2C(NC(=O)C3(N)CCCCC3)C(=O)N2C1C(=O)O (stereo unspecified)	1.0
CCOc1cc(C(N)=O)cc(Cl)c1OCC	16.5
O=C(CN1C(=O)COc2ccc(S(=O)(=O)N3CCOCC3)cc21)NCc1ccco1	7.1
CC(=O)Nc1nc(-c2ccccc2)ns1	-46.8
O=C(Nc1ccc(Cl)cc1)N1C[C@@H]2[C@H](c3ccccc31)[C@H](CO)N2CC1CCCCC1	1.0[25 µM]
CCCNC(=O)N1CC2(C1)[C@H](c1ccccc1)[C@@H](CO)N2CC1CCOCC1	-6.0[25 µM]
C[C@H](CO)N1C[C@H](C)[C@@H](CN(C)C(=O)Nc2ccc(F)cc2)Oc2ccc(NC(=O)c3ccncc3)cc2CC1=O	-9.0[25 µM]
CC(CN1CCC(n2nccc2NC(=O)c2ccccc2Cl)CC1)c1ccccc1 (stereo unspecified)	6.8
O=C(c1ccccc1Oc1nnnn1-c1ccccc1)N1CCOCC1	-0.5
O=C(COC(=O)C1CCN(S(=O)(=O)c2cccs2)CC1)c1cc2ccccc2o1	-7.7

Shown field by field: two of the compounds above
> Cc1ccc(C)c(S(=O)(=O)N2CCCC2CNC(=O)C(=O)NCCN2CCOCC2)c1 (stereo unspecified)
  BL2 CD40 inh: 7.7
> CC(CN1CCC(n2nccc2NC(=O)c2ccccc2Cl)CC1)c1ccccc1 (stereo unspecified)
  BL2 CD40 inh: 6.8

(cont.)
SMILES	BL2 CD40 inh
CC(C)CCC1(CCO)C(=O)N=C(N)NC1=O (stereo unspecified)	3.2
CC(C)(C)NCCC(O)c1cc(C(F)(F)F)nc2c(C(F)(F)F)cccc12 (stereo unspecified)	-11.7
COc1ccc(C(CNC(=O)c2ccc(OCc3ccccc3)cc2)N2CCOCC2)cc1 (stereo unspecified)	8.5
Cc1[nH]c2ccc(F)cc2c1CCN(Cc1ccncc1)C(=S)Nc1ccccc1	2.2
Cc1nc(Cc2nnc(SC(C)C(=O)N3c4ccccc4NC(=O)C3(C)C)o2)cs1 (stereo unspecified)	8.6
COC(=O)N1CCCC(c2cc(C(=O)Nc3ccccc3Cl)no2)C1 (stereo unspecified)	-50.3
Cc1ccc(CN2C(=O)S/C(=C\c3ccccc3OCC(=O)O)C2=O)cc1	7.2
CCN(CCO)c1ccc(Nc2cc(-c3ccc(-c4ccccc4)cc3)ncn2)cc1	-39.3
CCOCCn1cnc2sc(C(=O)NCCCN3CCOCC3)c(C)c2c1=O	4.2
CN1CCN(C(=O)CCN2C(=O)c3ccccc3S2(=O)=O)CC1	0.7
CO[C@@H]1CN(C)C(=O)c2ccc(NC(=O)Nc3ccccc3F)cc2OC[C@H](C)N(CC2CC2)C[C@@H]1C	11.3[25 µM]
COc1ccc(NC(=O)NNc2cc(N3CCOCC3)nc(N3CCOCC3)n2)cc1	0.1
COC(=O)c1cc(C)sc1NC(=O)CCCC(=O)O	8.7
O=C(NNC(=O)c1ccccc1O)c1ccc(S(=O)(=O)Nc2ccccc2F)cc1	-9.8
COC(C(=O)NC(C(C)C)C(C)C)c1ccccc1 (stereo unspecified)	10.6
COc1ccc(NC(=O)c2cnc(C)cn2)cc1-n1cnnn1	0.7
COC(=O)c1cc(S(=O)(=O)N2CCC(c3ccccc3)C2)c[nH]1 (stereo unspecified)	11.8
COc1ccc(NC(=O)Nc2c(SC)nsc2SC)cc1	4.9
COc1ccccc1C#Cc1ccc([C@@H]2[C@@H](C#N)N(C(=O)C3CCCCC3)[C@@H]2CO)cc1	-1.3
CC1CCN(C(=O)COC(=O)CCC(=O)c2ccc(Cl)cc2)CC1	0.7
CC1CCN(Cc2nc(Cl)c3c4c(sc3n2)CCC4)CC1	-4.8
C[C@H]1CCCCO[C@H](CN(C)C(=O)Nc2ccccc2)[C@@H](C)CN([C@@H](C)CO)C(=O)c2cc(NC(=O)Nc3ccccc3)ccc2O1	19.5[25 µM]
Cc1ccc(S(=O)(=O)N(C)C[C@H]2OCCCC[C@@H](C)Oc3ccc(NS(=O)(=O)c4ccc(F)cc4)cc3C(=O)N([C@H](C)CO)C[C@@H]2C)cc1	9.6
CCC(=O)N1C[C@H](C)[C@@H](OC)CN(C)C(=O)c2ccc(NC(=O)CC(F)(F)F)cc2OC[C@H]1C	-9.8[25 µM]
CCOC(=O)c1sc2nccc(OC)c2c1N=CN(C)C	-1.4
CCNC(=O)COC(=O)c1cc(C)nc2ccccc12	2.7
O=C(O)C1CC=CCC1C(=O)Nc1ccc2c(c1)CCC2 (stereo unspecified)	-6.9
CCCCN(C(=O)c1sc2nc3n(c(=O)c2c1C)CCC3)c1c(N)n(CC(C)C)c(=O)[nH]c1=O	1.2
O=C(NCCc1c[nH]c2ccccc12)c1ccc2nc[nH]c2c1	-31.8
Cc1nn(-c2ccccc2)c(Cl)c1C(=O)OCC(=O)N(C)c1c(N)n(Cc2ccccc2)c(=O)[nH]c1=O	4.6
Cc1ccc(-c2ccc(S(=O)(=O)N3CCCC3)cc2)cc1	-1.7
C/C(=N/NC(=O)c1nnn(-c2nonc2N)c1CSc1ccc(Cl)cc1)c1ccncc1	6.8
Cc1ccc(C)c(OCC(=O)OCC(=O)Nc2c(C)nn(-c3ccccc3)c2C)c1	5.6
Cn1nccc1C(=O)N1CCCC(Nc2ccc(F)cc2)C1 (stereo unspecified)	-17.8
O=C(COc1ccc(Cl)cc1)Nc1nc(-c2cccs2)cs1	7.3
Cc1ccccc1NC(=O)CSc1nnc(-c2ccco2)n1N	-8.6
CN1CCN(C(=O)[C@@H]2[C@@H](CO)[C@@H]3Cn4c(cccc4=O)[C@@H]3N2Cc2cc(F)ccc2F)CC1	-4.3[25 µM]
N#C/C(=N\Nc1cccc(F)c1)C(=N)N1CCCCCC1	-85.8
O=C(COC(=O)/C=C/c1ccc(OC(F)F)cc1)NC1CCCC1	1.7
Cc1nc(NC(=O)CCCC(=O)Nc2nc(C)c(C)s2)sc1C	3.5

An excerpt of these results, with the structure last.
BL2 CD40 inh	SMILES
-9.8[25 µM]	CCC(=O)N1C[C@H](C)[C@@H](OC)CN(C)C(=O)c2ccc(NC(=O)CC(F)(F)F)cc2OC[C@H]1C
-1.4	CCOC(=O)c1sc2nccc(OC)c2c1N=CN(C)C
2.7	CCNC(=O)COC(=O)c1cc(C)nc2ccccc12
-6.9	O=C(O)C1CC=CCC1C(=O)Nc1ccc2c(c1)CCC2 (stereo unspecified)

As entered above.
CC1CCN(Cc2nc(Cl)c3c4c(sc3n2)CCC4)CC1 @ BL2 CD40 inh: -4.8
O=C(O)C1CC=CCC1C(=O)Nc1ccc2c(c1)CCC2 (stereo unspecified) @ BL2 CD40 inh: -6.9
N#C/C(=N\Nc1cccc(F)c1)C(=N)N1CCCCCC1 @ BL2 CD40 inh: -85.8
Cc1ccc(S(=O)(=O)N(C)C[C@H]2OCCCC[C@@H](C)Oc3ccc(NS(=O)(=O)c4ccc(F)cc4)cc3C(=O)N([C@H](C)CO)C[C@@H]2C)cc1 @ BL2 CD40 inh: 9.6
O=C(COc1ccc(Cl)cc1)Nc1nc(-c2cccs2)cs1 @ BL2 CD40 inh: 7.3

Additional entries follow:
SMILES	BL2 CD40 inh
CCc1csc(N2[C@H](CNCCOC)[C@H](c3ccccc3)[C@@H]2CO)n1	41.0[25 µM]
CO[C@H]1CC[C@H]2CCOc3c(C#N)cccc3C(=O)N(C)CCCC(=O)N(C)C[C@H]1O2	-0.1[25 µM]
CS(=O)(=O)c1ccc(C(=O)OCC(=O)N2CCCc3ccccc32)cc1	7.8
CNC[C@@H]1Oc2ccc(N(C)C)cc2CC(=O)N(C)C[C@@H]1C	-7.8
c1csc(-c2cn3c(n2)SCC3)c1	-10.7
Cc1[nH]c2ccccc2c1C(=O)CN1C(=O)NC2(CCCCCC2)C1=O	-0.4
CCCC#Cc1ccc([C@H]2[C@H]3CN(S(=O)(=O)c4ccccc4C)CC(=O)N3[C@H]2CO)cc1	23.8[25 µM]
CCc1nc2ccc(C(=O)N(CC)CCN(C)C)cn2c1N(C)Cc1cccs1	-2.4
COc1cc2oc3ccccc3c2cc1N(CC(=O)N(C)C)S(=O)(=O)c1ccccc1	9.8
COc1ccccc1-c1ccccc1[C@@H]1[C@H](C#N)N(C(=O)C2CCOCC2)[C@H]1CO	1.2[25 µM]
Cc1ccccc1S(=O)(=O)NC(=O)C1(C)CCN1C(=O)c1c(C)noc1C (stereo unspecified)	0.7
CN(C)CC(=O)N1[C@H](CO)[C@H](c2ccccc2)C12CN(C(=O)c1ccc(F)cc1)C2	0.1[25 µM]
CSc1cnnc2ccccc12	8.2
O=C(COc1ccc(Br)cc1)N1CCN(c2ncccn2)CC1	-7.5
COCCCNC(=O)c1cc(OC)c(OC)c(OC)c1	-11.2
Cc1ccccc1OCCC(=O)OCC(=O)NCCc1ccc(S(N)(=O)=O)cc1	7.7

3 compounds already listed, sorted by the value under BL2 CD40 inh, falling:
mol | BL2 CD40 inh
CCN(CC)c1c([N+](=O)[O-])c(=O)oc2ccccc12 | 1.6
Cc1ccc(-c2ccc(S(=O)(=O)N3CCCC3)cc2)cc1 | -1.7
O=C(COc1ccc(Br)cc1)N1CCN(c2ncccn2)CC1 | -7.5

An excerpt. The share of hits here may be higher or lower than overall.
